GSH fluor: GSH bead compound fluorescence profile | 0.25% of 190,000 active | GSH beads flow cytometry, compound fluorescence 488/530 nm; stronger effect = higher value | AID 1776 | fluorescence (KMESF) at 10 µM; in the data active = fluorescence above about 89;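 note: glutathione beads carrying GST-tagged Bcl family fusion proteins plus one bare bead set; values are compound well signal with DMSO vehicle wells as background; inactives centre near 16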
Avidin bead fluor: avidin bead compound fluorescence profile; Avidin beads, compound fluorescence 488/530 nm, flow cytometry; stronger effect = higher value; fluorescence (KMESF) at 10 µM; 0.38% of 220,000 active; AID 1775; in the data active = fluorescence above about 47; note: inactives centre near 10
Bfl-1 Bim block: disrupts Bim binding to human Bfl-1 | Q16548 | Bead-based flow cytometry, Bim-Bfl-1 binding inhibition | inhibition, % at 10 µM | 0.12% of 190,000 active;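 note: 0% = wells without compound plus tracer and 100% = blocker peptide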
ABCB1 block: inhibitors of human ABCB1 transporter, ABCG2 counter-screen. 0.067% of 190,000 active. inhibition, % at 6.6 µM. CCRF-Adr cells, JC-1 efflux, flow cytometry. AID 1326. P08183; in the data active = inhibition above about 40%;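 note: 0% = vehicle and 100% = reference inhibitor; higher value means more JC-1 retained so stronger ABCB1 efflux block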
Bcl-B Bim block: disrupts Bim peptide binding to human Bcl-B. Q9HD36. bead-based flow cytometry. inhibition, % at 10 µM. 0.073% of 190,000 active. AID 951;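 note: 0% = tracer peptide without compound and 100% = reference inhibitor peptide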
RGS7-Gao reg: modulates binding of RGS7 to human Galphao; P09471; Multiplexed bead flow cytometry; actives lie on both sides; binding response (% of control), % at 10 µM; 0.35% of 220,000 active; AID 1439; in the data active = binding response below about 49% or above about 150%; inconclusive = no clear call, values can overlap the other calls; inactive = in between;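 note: fluorescent Galphao held in activated GDP-AlF4 state binding bead-coupled RGS7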
Target sequence (P09471 whole entry, looked up): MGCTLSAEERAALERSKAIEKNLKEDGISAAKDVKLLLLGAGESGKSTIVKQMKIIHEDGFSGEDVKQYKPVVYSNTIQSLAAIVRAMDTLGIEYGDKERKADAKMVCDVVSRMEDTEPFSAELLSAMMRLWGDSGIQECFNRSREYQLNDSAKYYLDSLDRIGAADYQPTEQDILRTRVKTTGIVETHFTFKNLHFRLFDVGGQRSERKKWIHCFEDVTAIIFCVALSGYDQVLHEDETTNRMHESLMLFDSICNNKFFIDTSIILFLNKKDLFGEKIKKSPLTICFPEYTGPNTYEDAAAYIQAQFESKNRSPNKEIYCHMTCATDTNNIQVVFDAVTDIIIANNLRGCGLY
Bim-Bcl-2: human Bim-Bcl-2 interaction inhibition. P10415. Bead-based flow cytometry, Bim peptide-Bcl-2 binding. inhibition, % at 10 µM. 0.06% of 190,000 active. AID 950; in the data active = inhibition above about 40%; inconclusive = no clear call, values can overlap the other calls;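 note: 0% = no compound wells with probe peptide and 100% = reference peptide inhibitor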
Target sequence (P10415 whole entry, looked up): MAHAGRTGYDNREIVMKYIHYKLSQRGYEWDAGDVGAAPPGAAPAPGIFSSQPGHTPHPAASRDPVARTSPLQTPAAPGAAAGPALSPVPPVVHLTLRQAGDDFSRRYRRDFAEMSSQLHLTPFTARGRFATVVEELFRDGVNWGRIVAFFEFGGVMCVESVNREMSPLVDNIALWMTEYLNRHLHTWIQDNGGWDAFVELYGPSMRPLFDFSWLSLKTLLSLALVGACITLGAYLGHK
ABCG2 block: inhibitors of human ABCG2 transporter, ABCB1 counter-screen | 0.1% of 190,000 active | AID 1325 | Q9UNQ0 | IgMXP3 cells, JC-1 efflux, flow cytometry | inhibition, % at 6.6 µM;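 active = inhibition above 80%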;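 note: 0% = DMSO and 100% = nicardipine control wells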
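Incubation: cells with compound and JC-1, 10 min at 25 °C, rotating, no wash / Test system: IgMXP3 (ABCG2) plus far-red-tagged CCRF-Adr (ABCB1) cells / Compound dosing: one concentration, 6.6 µM final / Also added: JC-1 fluorescent substrate / Evaluation: efflux inhibition in percent versus controls / Detection: flow cytometry, 530 nm JC-1 signal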
RGS4-Gao reg: modulates binding of RGS4 to human Galphao; P09471; Multiplexed bead flow cytometry; actives lie on both sides; binding response (% of control), % at 10 µM; 0.33% of 220,000 active; AID 1415; in the data active = binding response below about 49% or above about 150%; inactive = in between;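 note: fluorescent Galphao activated with aluminum fluoride binding bead-coupled RGS4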
Bim-Bcl-XL: inhibitors of Bim-Bcl-XL interaction, human; Bim peptide-Bcl-XL binding, bead flow cytometry, fluorescence; inhibition, % at 10 µM; 0.04% of 190,000 active; AID 1007
Bim-Bcl-W: inhibitors of Bim-Bcl-W interaction, human. bead-based flow cytometry, Bim peptide-Bcl-W binding. 0.02% of 190,000 active. AID 952. inhibition, % at 10 µM. Q92843;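 note: 0% = bound tracer without compound and 100% = peptide blocker; higher means less fluorescent Bim peptide bound to Bcl-W beads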
Target sequence (Q92843 whole entry, looked up): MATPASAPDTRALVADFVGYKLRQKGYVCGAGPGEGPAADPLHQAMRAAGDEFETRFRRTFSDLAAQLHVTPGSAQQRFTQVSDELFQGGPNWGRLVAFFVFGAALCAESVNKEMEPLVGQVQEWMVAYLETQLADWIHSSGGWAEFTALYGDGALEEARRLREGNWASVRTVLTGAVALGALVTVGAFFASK
Active calls of the source: *; ? = inconclusive; . = not tested or not shown. Cut-off read from the data, not from the text of the source, unless noted: active = inhibition above about 40%.

Values in the order: GSH fluor	Avidin bead fluor	Bfl-1 Bim block	ABCB1 block	Bcl-B Bim block	RGS7-Gao reg	Bim-Bcl-2	ABCG2 block	RGS4-Gao reg	Bim-Bcl-XL	Bim-Bcl-W
COc1ccc(-n2c(Cc3cccn3C)nnc2SCC(=O)Nc2ccc(C)cc2C)cc1
→ 18	5	-10	0.7	-3	97	-5	1	97	-1	0
O=C(Cn1nnc(-c2ccc3c(c2)OCO3)n1)NCc1ccccc1
→ 17	9	-5	0.7	-6	97	-3	1	93	-2	-1
CC(NC(=O)CSc1nc(=O)cc(N)n1-c1ccccc1)c1ccccc1 (stereo unspecified)
→ 10	7	0	1.1	-4	90	0	20	90	0	-2
CC1(C)CC(=O)C(c2c[nH]c3ccccc23)C(=O)C1
→ 12	13	-6	0.4	-3	98	-2	0	99	-2	-2
CCN=C1NN=C(c2c[nH]c3ccccc23)CS1
→ 16	6	-5	-0.2	-6	96	-2	4	102	-7	-1
CS(=O)(=O)Nc1ccc2c(c1)C(=O)OC2
→ 24	26	-19	0.5	-7	99	-12	6	101	-8	-2
CCOC(=O)c1c(NC(=O)CSc2nnc(-c3cccnc3)o2)sc(C(C)=O)c1C
→ 8	8	4	1.4	0	103	1	1	102	-1	2
Cc1ccc(OCC(=O)Nc2cccc(-c3nnc(-c4ccccc4)o3)c2)c(C)c1
→ 14	5	1	0.8	-6	100	1	10	99	-2	0
CCOC(=O)N1CCN(C(=O)c2ccc3c(=O)n(-c4ccc(OC)cc4OC)c(=S)[nH]c3c2)CC1
→ 18	15	0	-0.1	-7	100	-4	-1	99	-5	-4
COc1cccc(-c2cc(C(F)(F)F)c3c(N)c(C#N)sc3n2)c1
→ 54	25	4	0.5	0	103	5	3	108	0	0
N#CC1=C(N)Oc2n[nH]c(-c3ccccc3)c2C1c1ccsc1 (stereo unspecified)
→ 17	5	-3	0.0	-2	96	3	0	97	-4	-1
O=C(C1CC=CCC1)N1CCC(CO)(Cc2ccc(Cl)cc2)CC1 (stereo unspecified)
→ 12	1	-7	0.6	-9	106	-5	3	107	-7	-6
COc1ccc(CNc2nc(NCc3ccc(OC)cc3)n(C(=O)c3ccccc3[N+](=O)[O-])n2)cc1
→ 19	34	1	0.7	-3	99	0	2	100	-1	-2
CCCn1c(SCC(=O)NCCc2ccccc2)nnc1-c1ccccn1
→ 25	18	-11	0.9	-5	100	-6	6	99	-2	0
C=CCNC(=O)C1CC(=O)N(c2ccc(OCC(=O)Nc3ccc(Cl)c(C(F)(F)F)c3)cc2)C1 (stereo unspecified)
→ 43	19	1	0.4	4	107	4	0	126	-2	-2
COc1ccc(C(=O)CSc2ccc(-c3ccc(C)cc3)nn2)cc1
→ 14	7	11	-0.4	4	95	11	-1	97	15	11
COc1cc(C(=O)Nc2ccccc2-c2nnn(CC(N)=O)n2)cc(OC)c1OC
→ 5	9	-9	0.6	-2	102	-6	7	99	-2	0
COc1ccccc1CNC(=O)c1ccc(S(=O)(=O)N(C)C)cc1
→ 24	18	-16	-0.2	-9	100	-16	-1	101	-9	-2
CN1CCN(CC/C=C2/c3ccccc3Sc3ccc(S(=O)(=O)N(C)C)cc32)CC1
→ 69	7	-3	.	-4	101	-2	0	104	-2	-2
CC1(C)CC(=O)C2=C(C1)OC1=C(C(=O)CC(C)(C)C1)C2c1cc([N+](=O)[O-])cc([N+](=O)[O-])c1O
→ 10	10	-5	0.1	-1	100	0	0	103	-3	2
CCC(C)(C)NC(=O)c1ccccc1Oc1ccccc1
→ 21	10	4	0.6	3	?	2	16	102	3	1
COCCOC(=O)C1=C(C)NC(=O)CC1c1cc2c(cc1Br)OCO2 (stereo unspecified)
→ 37	2	5	0.6	0	110	1	5	103	7	3
CCn1c(CNc2ccc(C)cc2C)nnc1SCC(=O)N1CCCc2ccccc21
→ 15	6	-13	1.0	-7	99	-7	3	94	-6	1
CCN(CC)Cc1nc2sc(C)c(C)c2c(=O)[nH]1
→ 11	13	-8	0.6	-5	?	-2	4	105	-7	-6
COc1ccc(CC2(CO)CCN(Cc3cnn(C)c3C)CC2)cc1
→ 17	10	-9	0.3	0	104	-1	1	101	1	3
CCOC(=O)c1c(NC(=O)Cc2cccs2)sc(C(=O)NC2CCCC2)c1C
→ 30	14	-19	5.8	-9	106	-15	57	107	-10	-3
CC(C)N(C(=O)Cn1cnc2c(cnn2-c2ccccc2Cl)c1=O)C(C)C
→ 16	9	-10	0.6	-5	98	-5	3	107	-6	0
CC(=O)N1CC(=O)N(OCc2ccccc2)C1c1ccc(Cl)cc1Cl (stereo unspecified)
→ 12	23	0	0.9	1	108	2	3	109	0	0
O=C(NCC(c1cccs1)N1CCOCC1)c1ccccc1NS(=O)(=O)c1ccc(Cl)cc1 (stereo unspecified)
→ 13	13	-7	1.8	-6	97	-9	3	95	-1	0
C[N+]1(CCCCSc2ccc(O)cc2)CCCCC1
→ 6	3	0	0.7	-7	104	0	2	105	-2	1
O=[N+]([O-])c1ccc2[nH]ncc2c1
→ 12	8	-9	0.2	-4	102	-5	14	100	-4	0
CCn1nc(NC(=O)c2ccccn2)c2cc3cc(C)ccc3nc21
→ 25	24	-8	1.0	-6	98	-4	6	105	-2	0
CC(C)CC(c1nnnn1Cc1ccco1)N1CCN(c2cccc(Cl)c2)CC1 (stereo unspecified)
→ 10	13	0	1.9	-1	104	0	4	104	-4	-4
CC(C)(C)N(Cc1ccccc1)C(=O)COC(=O)c1cccc([N+](=O)[O-])c1
→ 12	11	-2	5.4	0	?	-5	23	104	-4	0
COc1cc(C(=O)O)nc2ccc([N+](=O)[O-])cc12
→ 19	10	-5	-0.3	3	98	0	-1	97	5	4
CCC(C(=O)N1CCOCC1)n1c(C(=O)OC)cc2occc21 (stereo unspecified)
→ 16	20	-4	0.1	-2	102	-3	1	99	-2	0
O=C(CNC(=O)c1ccco1)OCc1ccc(Cl)cc1
→ 32	13	-16	0.5	-12	101	-12	4	99	-18	-2
CNc1c([N+](=O)[O-])cnn1-c1ccc(F)cc1
→ 20	10	3	0.8	5	98	4	0	99	-1	-1
CCCc1cc(C(=O)OC)c(NC(=O)CCC(=O)O)s1
→ 9	5	5	-0.3	3	105	4	-1	105	0	-2
COc1ccc(NC(=O)N2CCC(n3cnc4ccccc43)CC2)cc1
→ 13	6	-6	0.1	0	104	-6	3	100	0	-2
Brc1ccccc1-c1csnn1
→ 8	6	-2	0.7	-3	100	-5	3	105	-2	-4
CCN(CC(=O)NCCc1ccc(S(N)(=O)=O)cc1)Cc1nc2ccccc2c(=O)[nH]1
→ 10	24	1	0.7	1	102	1	1	104	2	2
COC(=O)CNC(c1ccccc1)c1cc(Br)ccc1NS(=O)(=O)c1ccccc1 (stereo unspecified)
→ 14	13	-14	1.1	-9	100	-8	7	102	-8	-3
ClC1(Cl)CC1CSc1ncn[nH]1 (stereo unspecified)
→ 15	12	4	0.2	1	101	1	1	105	1	0
CC(C)Cn1c(SCC(=O)N2CCN(S(=O)(=O)c3ccccc3)CC2)nc2ccccc21
→ 15	17	2	2.9	0	107	0	5	114	1	2
CC(C)OCCCNS(=O)(=O)c1ccc2c(c1)oc(=O)n2C
→ 22	4	3	0.5	0	92	0	1	91	4	0
COc1ccc(NC(=O)CSc2ccccc2)cn1
→ 15	10	-2	0.0	-2	98	-3	1	93	-1	-1
CCCOC(=O)Nc1c(C)cccc1C(C)C
→ 20	6	-7	2.1	-8	98	-6	5	101	-5	-4
CCCC(c1nnnn1CS(=O)(=O)c1ccc(C)cc1)N1CCN(CC)CC1 (stereo unspecified)
→ 11	8	2	0.7	0	100	-2	2	101	0	1
CCOC(=O)N1CCC(N(CCOC)C(=O)Nc2ccc(CC)cc2)CC1
→ 33	8	0	4.3	0	99	-4	55	102	-3	0
CC(C)COC(=O)c1cc(-c2ccc(/C=N/n3cnnc3)o2)ccc1Cl
→ 33	9	3	-0.2	-3	102	0	2	102	0	0
N#Cc1c(SCc2ccccc2)nc(N2CCOCC2)c2c1CCCC2
→ 14	16	.	2.5	.	76	?	27	71	.	.
COc1ccc(CCNC(=O)COC(=O)c2cnc(C)cn2)cc1OC
→ 19	17	0	0.5	0	95	0	2	94	-1	3
CC1=C(C(=O)N2CCOCC2)C(c2ccc(C)cc2)NC(=S)N1 (stereo unspecified)
→ 13	17	0	-0.3	-6	96	-2	-1	92	-5	-7
COc1ccc(NC(=O)CSc2nc3[nH]ncc3c(=O)n2-c2ccccc2C)cc1OC
→ 40	6	0	0.4	-8	94	-2	2	86	-5	-3
Cc1ccc(-n2c(C)nnc2SCC(=O)N2CCc3ccccc3C2)cc1C
→ 22	14	0	1.7	0	102	-1	4	101	-2	0
CCC(NC(=O)NCc1cccnc1)(C(F)(F)F)C(F)(F)F
→ 30	16	-19	-0.1	-11	103	-6	-2	103	-11	-4
